# UBC13 inh: inhibitors of human UBC13 polyubiquitin chain formation; actives 0.47% (n = 330,000); TR-FRET; inhibition, % at 20 µM; AID 485273; P61088; in the data active means inhibition above about 45%, passing the limit was not always enough
# Target sequence (P61088 whole entry, looked up): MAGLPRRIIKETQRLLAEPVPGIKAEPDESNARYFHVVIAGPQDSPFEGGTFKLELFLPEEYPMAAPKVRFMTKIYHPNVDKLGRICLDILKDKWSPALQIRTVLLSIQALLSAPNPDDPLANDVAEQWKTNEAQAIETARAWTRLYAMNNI
# CXCR6 block: CXCR6 (human) receptor inhibition; inhibition, % at 20 µM; actives 0.36% (n = 360,000); O00574; CHO-K1 PathHunter CXCR6 beta-arrestin, luminescence; in the data active means inhibition above about 34%, passing the limit was not always enough;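 further: antagonist mode with CXCL16 agonist at 10 nM final; 0% = 10 nM CXCL16 with DMSO and 100% = unstimulated wells without agonist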
# APJ antagonist: APJ receptor antagonism. P35414. CHO-K1 APJ beta-arrestin complementation, luminescence. inhibition, % at 20 µM. actives 0.32% (n = 330,000);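 active means inhibition above about 40% at 20 µM, limit read from the data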;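 further: cells challenged with 10 nM apelin-13 agonist together with compound; plate controls were apelin-13 plus DMSO wells for no effect and DMSO wells lacking apelin-13 for full effect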
# Target sequence (P35414 whole entry, looked up): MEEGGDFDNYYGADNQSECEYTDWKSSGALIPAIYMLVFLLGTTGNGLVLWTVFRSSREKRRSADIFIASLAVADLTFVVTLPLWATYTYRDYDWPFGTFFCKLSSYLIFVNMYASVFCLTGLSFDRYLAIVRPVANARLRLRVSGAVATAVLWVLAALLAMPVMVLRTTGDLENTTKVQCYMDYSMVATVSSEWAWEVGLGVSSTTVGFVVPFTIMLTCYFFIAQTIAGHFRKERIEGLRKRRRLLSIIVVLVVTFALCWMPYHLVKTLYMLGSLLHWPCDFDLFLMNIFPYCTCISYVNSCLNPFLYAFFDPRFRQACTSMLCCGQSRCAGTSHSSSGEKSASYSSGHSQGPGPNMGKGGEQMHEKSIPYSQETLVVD
# EBI2 antag: EBI2 (human) antagonism | inhibition, % at 5 µM | EBI2 beta-arrestin recruitment, luminescence, 7a,25-OHC stimulated | AID 651636 | actives 0.81% (n = 360,000); in the data active means inhibition above about 38%;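 further: enzyme fragment complementation signal reports receptor beta-arrestin coupling in cells; 0% = agonist plus DMSO wells and 100% = wells without agonist; some results beyond the cut were filed as inactive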
# Gli-Sufu block: Gli-Sufu pathway antagonism | Sufu-KO-LIGHT fibroblasts, Gli luciferase reporter luminescence | inhibition, % at 5 µM | actives 0.74% (n = 340,000) | AID 588413;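 active means inhibition above about 55%, limit read from the data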;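 further: 0% = DMSO-treated cells and 100% = wells with medium but no cells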
# ATG4B inhibitor: ATG4B (human) cysteine protease inhibition; inhibition, % at 8.33 µM; AID 504462; actives 0.51% (n = 340,000); Q9Y4P1; ATG4B cleavage of LC3-PLA2, NBD-HPC fluorescence, 1 h; in the data active means inhibition above about 40%
# APJ agonist: activates the human apelin receptor APJ. CHO-K1 APJ PathHunter beta-arrestin, luminescence; 0% DMSO wells, 100% apelin. activation, % at 20 µM. actives 0.11% (n = 330,000);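 active means activation more than six SD over the plate average, tested at 20 µM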;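 further: 0% = DMSO alone and 100% = apelin-13 at 10 nM; some results filed as inactive read as strong as hits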
#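 Material: engineered CHO-K1 APJ arrestin reporter cells; amount: 1000 CHO-K1 reporter cells seeded per well; incubation: compound stimulation 90 min at 25 °C, detection 60 min; signal: luminescent beta-gal fragment complementation, chemiluminescent substrate; read-out basis: APJ agonist activity; controls: DMSO-only wells as negative, 10 nM Apelin-13 as positive control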
# CCR6 antagonist: CCR6 (human) receptor antagonism | P51684 | CHO-K1 CCR6 PathHunter beta-arrestin, luminescence, CCL20-stimulated | inhibition, % at 20 µM | actives 0.49% (n = 340,000) | AID 493098;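 active means compounds whose inhibition of the agonist-driven luminescence signal at 20 µM reaches about 50%, limit read from the data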;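 further: cells stimulated with CCL20 at 14 nM final; plate controls were DMSO with CCL20 for no effect and DMSO without agonist for full effect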
# Target sequence (P51684 whole entry, looked up): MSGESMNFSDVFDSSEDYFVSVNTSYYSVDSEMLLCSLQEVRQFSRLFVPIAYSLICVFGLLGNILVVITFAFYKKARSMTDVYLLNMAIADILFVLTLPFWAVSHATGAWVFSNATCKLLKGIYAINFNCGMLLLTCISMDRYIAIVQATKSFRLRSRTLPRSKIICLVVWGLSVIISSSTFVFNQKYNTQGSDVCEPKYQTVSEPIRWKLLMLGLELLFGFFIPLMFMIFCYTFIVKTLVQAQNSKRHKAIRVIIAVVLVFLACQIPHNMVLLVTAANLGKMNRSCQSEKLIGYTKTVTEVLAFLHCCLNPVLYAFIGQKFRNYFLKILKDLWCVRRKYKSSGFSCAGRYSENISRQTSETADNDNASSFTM
# * marks the source's active call; other numbers are inactive results; . = not tested or not shown.
no.	SMILES	UBC13 inh	CXCR6 block	APJ antagonist	EBI2 antag
1	O=C(c1cccc(N2C(=O)C3C4C=CC(C4)C3C2=O)c1)N1CCN(c2ccccc2F)CC1 (stereo unspecified)	4	9	13	-10
2	Cc1ccc(S(=O)(=O)N2CCN(C(=O)c3sccc3-c3ccccc3)CC2)cc1	-11	2	4	0
3	O=C(OCC(=O)C12CC3CC(CC(C3)C1)C2)c1cccnc1	0	-5	24	-2
4	O=c1c(/C=N\NS(=O)(=O)c2ccccc2)coc2ccc(Cl)cc12	3	-10	6	7
5	Cc1cccc(NC(=O)c2cc(S(=O)(=O)N(C)c3ccc(F)cc3)ccc2Cl)n1	7	-2	11	11
6	COc1ccc(-c2c(C)oc3c(CN4CCN(C)CC4)c(O)ccc3c2=O)cc1	9	4	1	-4
7	C/C(=N\NC(=O)c1cc(-c2ccc(Cl)s2)[nH]n1)c1ccncc1	-1	-9	9	-2
8	CSCC[C@H](NC(=O)Nc1ccc(S(N)(=O)=O)cc1)C(=O)O	-10	-3	-2	3
9	CCOc1cc(N2CCOCC2)c(OCC)cc1NC(=O)COc1ncnc2ccccc12	4	0	9	-8
10	Cc1ccc(-c2cc(C(=O)NCCN3CCOCC3)c3ccccc3n2)o1	7	-1	6	-17

no.	Gli-Sufu block	ATG4B inhibitor	APJ agonist	CCR6 antagonist
1	7	1	-3	6
2	16	-14	5	-2
3	8	-9	-2	13
4	-7	-6	-1	10
5	-1	2	4	-2
6	3	-8	-3	6
7	-24	-8	0	-3
8	0	1	-2	5
9	5	-18	-3	7
10	3	-2	-7	10

# Limited to Gli-Sufu block, for some of the entries so far:
entry	canonical_smiles	Gli-Sufu block
10	Cc1ccc(-c2cc(C(=O)NCCN3CCOCC3)c3ccccc3n2)o1	3
2	Cc1ccc(S(=O)(=O)N2CCN(C(=O)c3sccc3-c3ccccc3)CC2)cc1	16

# Following part
no.	SMILES	UBC13 inh	CXCR6 block	APJ antagonist	EBI2 antag
11	Clc1ncnc2c1oc1ccccc12	6	-1	-17	-3
12	NC(=O)C1CCN(C(=O)c2ccc3c(=O)n(Cc4ccco4)c(SCC(=O)c4ccccc4)nc3c2)CC1	-5	-10	14	-2
13	O=C(Cc1cc(=O)[nH]c(=O)[nH]1)NCc1ccc(Cl)cc1	0	0	13	-9
14	CCOC(=O)c1nnc(-c2ccccc2)[nH]c1=O	10	-6	1	-8
15	Cc1ccc(S(=O)(=O)NC(=O)N2CCN(Cc3c(F)cccc3Cl)CC2)cc1	-8	0	-9	-11
16	Cc1ccc(N(C)S(=O)(=O)c2ccc(-c3cnc(C4CC4)o3)cc2)cc1	-5	5	15	-10
17	O=C(CN1C(=O)c2ccccc2S1(=O)=O)N1CCN(c2ccc(F)cc2)CC1	5	3	0	-7
18	COC(=O)Cc1c(O)ccn(CCc2ccccc2)c1=O	-1	-1	7	-5
19	O=C(NCC1CCCO1)c1c(O)c2c([nH]c1=O)CCCC2 (stereo unspecified)	1	-5	8	2
20	C[C@@H]1OC(Nc2ccc(N=Nc3ccccc3)cc2)[C@H](O)[C@H](O)[C@H]1O (stereo partly specified)	-25	6	23	6

no.	Gli-Sufu block	ATG4B inhibitor	APJ agonist	CCR6 antagonist
11	7	-6	-2	-39
12	-7	5	-3	16
13	7	1	-3	5
14	32	-1	-2	20
15	43	-4	-4	11
16	16	1	-3	26
17	0	-9	4	-5
18	-5	6	-2	7
19	-34	-3	1	-11
20	-26	3	-2	2

# Individual results from above.
# `O=C(CN1C(=O)c2ccccc2S1(=O)=O)N1CCN(c2ccc(F)cc2)CC1` in ATG4B inhibitor is entered as -9
# `COC(=O)Cc1c(O)ccn(CCc2ccccc2)c1=O` in CXCR6 block is entered as -1
# `CCOC(=O)c1nnc(-c2ccccc2)[nH]c1=O` in CCR6 antagonist is entered as 20

# Whole records from above.
# COC(=O)Cc1c(O)ccn(CCc2ccccc2)c1=O across the screens: UBC13 inh = -1; CXCR6 block = -1; APJ antagonist = 7; EBI2 antag = -5; Gli-Sufu block = -5; ATG4B inhibitor = 6; APJ agonist = -2; CCR6 antagonist = 7
# Cc1ccc(N(C)S(=O)(=O)c2ccc(-c3cnc(C4CC4)o3)cc2)cc1 across the screens: UBC13 inh = -5; CXCR6 block = 5; APJ antagonist = 15; EBI2 antag = -10; Gli-Sufu block = 16; ATG4B inhibitor = 1; APJ agonist = -3; CCR6 antagonist = 26
# O=C(CN1C(=O)c2ccccc2S1(=O)=O)N1CCN(c2ccc(F)cc2)CC1 across the screens: UBC13 inh = 5; CXCR6 block = 3; APJ antagonist = 0; EBI2 antag = -7; Gli-Sufu block = 0; ATG4B inhibitor = -9; APJ agonist = 4; CCR6 antagonist = -5

# (next part)
no.	SMILES	UBC13 inh	CXCR6 block	APJ antagonist	EBI2 antag
21	Cc1ccccc1CS(=O)(=O)Cc1ccc(C(=O)NC2CCCCC2)o1	-4	8	19	-1
22	O=S(=O)(Nc1ccc(Cc2ccncc2)cc1)c1ccc(Br)s1	-15	-10	-15	0
23	c1ccc(CN2CCN(Cc3c[nH]c4ccccc34)CC2)cc1	9	7	21	19
24	CC1(C)C2CCC1(CS(=O)(=O)N1CCC(C(=O)O)CC1)C(=O)C2 (stereo unspecified)	8	11	7	-6
25	CCNC(=S)N1CCC(C(=O)c2ccc3c(c2)OCCO3)CC1	8	3	-3	0
26	COc1ccc(S(=O)(=O)NCc2ccc(C(=O)N3CCN(Cc4ccccc4)CC3)cc2)cc1	-4	-6	-12	-8
27	Cc1cccc(C(=O)NCc2nnc(SCC(=O)Nc3nncs3)n2C)c1	3	-5	-10	-4
28	O=C(NC(C(=O)c1ccccc1)N1CCCCCC1)c1ccco1 (stereo unspecified)	1	17	18	-10
29	COc1cc([C@H]2[C@@H]3CCCC[C@]3(O)CCN2Cc2ccccc2F)ccc1O	1	-1	13	9
30	CCOc1ccc(/C=C/C(=O)N(CC)CC(=O)NCc2cccs2)cc1OC	0	-1	-6	2

no.	Gli-Sufu block	ATG4B inhibitor	APJ agonist	CCR6 antagonist
21	-23	-3	-2	12
22	3	-6	0	14
23	6	5	-2	4
24	-4	-10	-5	0
25	3	-1	-3	-11
26	5	-6	4	4
27	-13	-9	-1	5
28	-5	4	-5	46
29	12	-13	-1	-11
30	-10	-4	9	5

# The results go on.
no.	SMILES	UBC13 inh	CXCR6 block	APJ antagonist	EBI2 antag
31	COc1ccc(S(=O)(=O)c2c(O)c3ccc(C(=O)Nc4cccc(F)c4)cc3[nH]c2=O)cc1	-12	-10	7	-4
32	COc1ccc(NS(=O)(=O)c2ccc3c(c2)NC(=O)CC(=O)N3)cc1OC	6	-6	-45	-5
33	CCCCn1c(N)c(N(CC(C)C)C(=O)COC(=O)Cc2cccc(OC)c2)c(=O)[nH]c1=O	-1	5	16	-3
34	O=C(CNC(=O)C1COc2ccccc2O1)Nc1cc(Cl)ccc1Cl (stereo unspecified)	5	2	1	2
35	CCC1CCc2sc(C(=O)NNC(=O)c3ccncc3)cc2C1 (stereo unspecified)	-5	-3	-16	-5
36	COc1ccc(NC(=O)C2CCCN(S(C)(=O)=O)C2)c(OC)c1 (stereo unspecified)	8	0	-9	-11
37	CCn1c(SCC#N)nc2cc(S(=O)(=O)N3CCOCC3)ccc21	4	-3	-11	8
38	Nc1c(N2CCN(c3ccccc3)CC2)c2ccccc2oc1=O	-1	30	46*	12
39	O=c1oc2ccccc2nc1/C=C(\O)c1ccc(Br)cc1	-15	4	10	0
40	COC(=O)CSc1nc2cc(OC)ccc2n1C	25	1	-1	15

no.	Gli-Sufu block	ATG4B inhibitor	APJ agonist	CCR6 antagonist
31	-4	-2	-2	-4
32	.	6	-3	2
33	3	-2	0	3
34	0	-1	-5	3
35	-13	-8	3	6
36	19	0	-2	3
37	-25	-4	-10	1
38	7	43*	-9	60*
39	7	-8	-2	21
40	1	-1	-3	3

# Continuation.
no.	SMILES	UBC13 inh	CXCR6 block	APJ antagonist	EBI2 antag
41	CC1CCN(C(=O)CCc2ccc(S(=O)(=O)NC(C)(C)C)cc2)CC1	7	-2	10	-4
42	Cc1ccc(C(C(=O)NCc2ccco2)N(C(=O)Cn2nnc3ccccc32)c2ccccc2)o1 (stereo unspecified)	-2	16	19	4
43	Cc1cccc(NC(=S)N(C)C2(c3ccccc3Cl)CCCCC2=O)c1 (stereo unspecified)	7	2	-5	1
44	Cc1cc(C=O)c(C)n1-c1ccc2c(c1)OCO2	-1	-6	-3	6
45	S=C(NCc1ccco1)Nc1ccc(Oc2ccccc2)cc1	-2	2	20	-18
46	C1CCCCCC(=NNc2nn[nH]n2)CCCCC1	-11	9	6	-1
47	CCCCCCCCS(=O)CCC(=O)O (stereo unspecified)	2	5	24	-6
48	CCN(C(=O)CN1CCN(S(=O)(=O)c2ccccc2C(F)(F)F)CC1)c1c(N)n(Cc2ccccc2)c(=O)[nH]c1=O	-7	-7	12	-6
49	O=C(CN1C(=O)/C(=C/c2ccc(Cl)cc2)SC1=S)NC1C=CS(=O)(=O)C1 (stereo unspecified)	-7	4	4	21
50	COc1ccccc1Oc1nc(C)c(C(C)=O)cc1C#N	-2	-6	4	7

no.	Gli-Sufu block	ATG4B inhibitor	APJ agonist	CCR6 antagonist
41	1	-14	2	-10
42	1	-4	-1	1
43	-6	-12	-3	6
44	0	-3	-3	9
45	-9	10	-4	12
46	1	0	0	5
47	8	-7	-4	0
48	2	-4	-3	8
49	-6	-1	-1	10
50	-2	4	-2	8

# Remaining list, next part.
no.	SMILES	UBC13 inh	CXCR6 block	APJ antagonist	EBI2 antag
51	CCN1CCN(C(=O)CS(=O)(=O)Cc2nc(-c3ccccc3C)oc2C)CC1	-8	-2	4	-1
52	COc1ccccc1CNC(=O)c1ccc(-c2ccccc2Cl)o1	2	-8	-10	-8
53	O=C(C1CCC(C(=O)N2CCc3ccccc32)CC1)N1CCc2ccccc21 (stereo unspecified)	-3	-8	2	14
54	Cc1c(Br)c([N+](=O)[O-])nn1CC(=O)N1CCN(Cc2ccccc2)CC1	-1	-4	8	-10
55	CCOC(=O)c1c(NC2=NS(=O)(=O)c3ccccc32)sc2c1CCCCC2	6	20	22	9
56	COc1cccc(N2CC(O)=C(c3nc4ccccc4s3)C2=N)c1	0	-7	9	-2
57	O=C(COc1ccccc1)N1CCN(C(=O)Cc2ccccc2)CC1	-1	-2	0	25
58	CN(Cc1ccccc1)C(=O)CSc1nnc(-c2ccco2)n1-c1ccccc1	-13	7	24	10
59	COc1ccc(N2C(=O)C3CCCN3C2c2cccs2)cc1 (stereo unspecified)	1	7	-4	-3
60	CC1(C)NC(=O)N(CCOCCOc2ccccc2)C1=O	-2	5	15	-4

no.	Gli-Sufu block	ATG4B inhibitor	APJ agonist	CCR6 antagonist
51	-1	-9	-1	-1
52	-15	17	3	17
53	0	5	0	-9
54	0	-5	2	3
55	14	-3	-5	42
56	-20	-5	-3	17
57	2	-6	-4	9
58	-13	1	3	18
59	2	-4	-1	10
60	-14	1	-4	6

# (more compounds)
no.	SMILES	UBC13 inh	CXCR6 block	APJ antagonist	EBI2 antag
61	CCOc1cc(C)c(S(=O)(=O)NCc2ccccn2)cc1C	-2	-6	17	4
62	COc1ccc(C(CNC(=O)c2oc3ccc(C)cc3c2C)N2CCCCC2)cc1 (stereo unspecified)	11	0	-11	17
63	CC1Cc2ccccc2N1CC(=O)NC(=O)NCc1ccccc1 (stereo unspecified)	-11	0	4	-3
64	COc1cc(/C=C/C(=O)OCC(=O)NC(=O)NC(C)(C)C)ccc1O	14	6	1	-12
65	O=C(COC(=O)c1cccnc1Cl)Nc1cccc(S(=O)(=O)N2CCCCC2)c1	-7	-4	-3	-6
66	COc1ccccc1N(CCOc1ccccc1)S(=O)(=O)c1ccccc1	-1	5	18	20

no.	Gli-Sufu block	ATG4B inhibitor	APJ agonist	CCR6 antagonist
61	0	-4	4	3
62	25	2	-2	22
63	-14	-2	-2	0
64	2	7	1	12
65	-2	-10	-3	13
66	5	-1	-5	24

# Assay outcomes from PubChem.

# Rows are unselected; about 3% have a hit in one of these screens.
